Assay outcomes as filed in PubChem.
mHTT CaM bind: mHTT-calmodulin interaction abrogation. inhibition, % at 15 µM. 190,000 tested, 3.6% active. AlphaScreen His-mHTT/GST-CaM binding, luminescence. AID 1671202. P42858;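 note: 0% = both proteins with DMSO and 100% = one protein alone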
Pf apPOL block: Pf-apPOL DNA polymerase inhibition; AID 1794808; inhibition, % at 10 µM; 210,000 tested, 0.25% active; Recombinant Pf-apPOL, molecular beacon fluorescence, 1.5 h
The depositor's hits bear a star; . = no result given; & = joins results of further samples. Cut-off read from the data, not from the text of the source: active = inhibition above about 50%; inactive = the rest.

Sample of the layout, 3 compounds:
mol	mHTT CaM bind	Pf apPOL block
COc1cc(NC(=O)CN2C(=O)C(c3ccccc3)=NC23CCCCCC3)cc(OC)c1	5.8	-8.5
O=C(Nc1ccc2c(c1)CCC2)N1CCc2c(nc(-c3ccc(F)cc3)[nH]c2=O)C1	-0.4	-0.6
COc1ccc(/C=C2\Sc3ccccc3N(CC(=O)NCCc3ccc(Cl)cc3)C2=O)cc1	10.0	17.3

Results (from the top)
mol	mHTT CaM bind	Pf apPOL block
COc1cc(NC(=O)CN2C(=O)C(c3ccccc3)=NC23CCCCCC3)cc(OC)c1	5.8	-8.5
O=C(Nc1ccc2c(c1)CCC2)N1CCc2c(nc(-c3ccc(F)cc3)[nH]c2=O)C1	-0.4	-0.6
COc1ccc(/C=C2\Sc3ccccc3N(CC(=O)NCCc3ccc(Cl)cc3)C2=O)cc1	10.0	17.3
CC(C)c1ccc(C2=C(O)c3ccccc3C(=O)C2=O)cc1	4.9	-9.3
Cc1noc(-c2cccnc2N2CCCN(C(=O)c3ccc(F)c(Cl)c3)CC2)n1	3.6	-5.9
CC(NC(=O)c1nc2ccccn2c1-c1ccncc1)c1ccccc1 (stereo not drawn)	-3.9	0.8
C(=Cc1nnnn1-c1ccccc1)Nc1ccccc1	.	-10.2
O=C(ON=Cc1ccccc1Cl)c1cnn(-c2ccccc2)c1C(F)(F)F	.	-11.5
CCCC1c2cccn2CCN1C(=O)Nc1ccccc1C (stereo not drawn)	6.3	-7.0
CCOc1cccc2cc(C(N)=O)c(=Nc3cccc(F)c3)oc12	0.0	1.1
CC1CCCCC1NC(=O)C(=O)c1c[nH]c2ccccc12 (stereo not drawn)	2.2	-3.4
N#CC(=NNc1ccc(F)cc1F)C(=O)C1CC1	.	-2.4
Cc1cccc(C)c1NC(=O)c1cccc([N+](=O)[O-])c1	-6.7	-4.4
CC(C)(C)c1ccc(C2=N/C(=C\c3ccc(F)cc3)C(=O)O2)cc1	5.0	-2.3
CC(C)NC(=O)N1CCCC(OCc2nc(-c3ccccc3)no2)C1 (stereo not drawn)	-16.5	-3.4

(listing goes on)
mol	mHTT CaM bind	Pf apPOL block
CC(=O)N1CCc2sc(C(=O)N3CCC(N4CCCCC4)CC3)cc2C1	4.5	-4.7
O=C(Nc1ccc2nn(-c3cccc(Cl)c3)nc2c1)c1ccccc1F	-1.0	-3.4
CC(=O)C1=C(O)C(=O)N(c2ccc(Br)cc2)C1c1ccc([N+](=O)[O-])cc1 (stereo not drawn)	10.8	-4.6
COc1ccccc1-n1nc(C(=O)Nc2nc3ccccc3s2)c2ccccc2c1=O	-2.0	-2.0
CSc1c(-c2ccccn2)c(N)nn1C(=O)c1cccs1	.	-3.0
Cc1ccc(C(=O)Nc2ccccc2CO)cc1	-5.2	-11.1
CCN(C(=O)c1ccccc1Cl)c1ccccc1	-2.2	34.7
N#Cc1cc2c(nc1SCC(=O)Nc1cc(C(F)(F)F)ccc1Cl)CCC2	-16.0	-0.5
COc1ccc(OC)c(NC(=O)c2sc3ccccc3c2Cl)c1	-9.6	-0.4
Cc1noc(-c2c(C)noc2C)c1C(=O)NNC(=O)c1c(F)cccc1Cl	.	-10.8
CSc1ccc(C=NS(=O)(=O)CCc2ccccc2)cc1	-1.0	-2.5
CCCCN1C(=O)C(C)(C(=O)N2CCN(CC)CC2)Oc2cccnc21 (stereo not drawn)	-6.1	-8.3
Cc1ccc(C)c(S(=O)(=O)N2CCCOC2CNC(=O)C(=O)NCc2cccnc2)c1 (stereo not drawn)	4.0	-1.3
O=C(CCc1ccccc1)NCC1CN(c2ccc(Cl)c(Cl)c2)C(=O)O1 (stereo not drawn)	-15.4	-16.5
Cc1ccccc1NC(=O)Cn1nc2c(cc1=O)CC(C)CC2 (stereo not drawn)	-0.6	-4.9

Other records follow:
mol	mHTT CaM bind	Pf apPOL block
O=C(CCSc1ccc(F)cc1)Nc1nnc(-c2ccc3c(c2)OCO3)o1	3.7	-5.2
CC(C)c1cc(Nc2ccc(S(N)(=O)=O)cc2)cc(C(C)C)c1O	21.1	4.2
COc1ccc2c(c1OC)C(=O)OC2Nc1cccc(C)n1 (stereo not drawn)	-3.0	-1.2
CC(=O)Nc1ccc(SC[C@H](c2ccccc2)N2CCN(CCc3ccccc3)CCC2=O)cc1	98.0*	-5.8&-1.4
O=C(Nc1ccccc1O)c1cc(S(=O)(=O)N2CCOCC2)ccc1Cl	-5.5	-4.4
O=C(Nc1ccccc1Cl)c1cncc(Br)c1	2.0	-3.6
CN1CCC(NC(=O)c2cccc3c2CCN3C(=O)c2ccccc2)CC1	-8.4	2.0
COCCNC(=O)C(=O)NCc1ccc(F)cc1F	-13.6	-2.7
CC(C)Oc1ccc(CNC(=O)c2cc3c(s2)CN(C(C)C)C3)cc1	3.9	-3.1
COc1ccc(-c2nnc(SCc3c(F)cccc3Cl)o2)cc1	-97.0	7.1
O=C(O)C1Cc2ccccc2C1	-2.5	1.4&0.7
NC(=O)c1cc2ccccc2oc1=Nc1ccc(Cl)cc1Cl	1.0	0.1
CCc1ccc(C(=O)N2CCC(c3nc(CNC(=O)C4CC4)cs3)CC2)cc1	12.4	0.0
COc1ccccc1NS(=O)(=O)c1ccc(Cl)c(C(=O)Nc2ccc(Cl)cc2)c1	15.0	19.7
Cc1ccc2oc(-c3cc(N)ccc3Cl)nc2c1	8.0&26.7	-0.2&-6.9

Continuation:
mol	mHTT CaM bind	Pf apPOL block
Cc1csc(NS(=O)(=O)c2cccc(Cl)c2)n1	5.7	-6.7
CC1C(=O)N(Cc2cn(Cc3ccco3)nn2)CCS(=O)(=O)N1Cc1ccc(-c2cccnc2)cc1 (stereo not drawn)	6.6	-3.4
CCn1c(C)cc(O)c(C(c2cccc(F)c2)N2CCN(c3ccc(F)cc3)CC2)c1=O (stereo not drawn)	-7.8	6.8
O=c1cc(O)nc2sc(C3CCCCC3)nn12	-2.2	-11.6
O=C(c1ccccc1Cl)N1CCC(CCOc2ccccc2)CC1	4.8	-6.1
Cc1cc(C)n2cc(CSc3ccc(Cl)cc3)nc2n1	3.0	-1.0
c1ccc(CNCCN2CCNCC2)nc1	100.2*	-1.8
Fc1ccc(CN2CCN(Cc3cccnc3)CC2)cc1	-0.7	0.0
O=C(NCc1ccncc1)C1CN(S(=O)(=O)c2cccnc2)CC12CCCCC2 (stereo not drawn)	-2.8	-1.5
CN(C)C(=O)C(=O)c1c[nH]c2ccc(Br)cc12	.	-12.0
Cc1ccc(NC(=O)Cn2[nH]c3c(cnc4ccc(F)cc43)c2=O)cc1F	29.1	-3.3
Cc1cccc(C(=O)N2CC=C(C(=O)NC(C)C)CC2)c1	8.8	3.8
Cn1nc(C(=O)NCc2ccc(F)cc2)c2c1CCN(C(=O)c1ccccc1F)C2	82.0*	-13.0
O=C(Nc1ccccc1C(=O)c1ccccc1)c1ccccc1Br	-2.8	-5.6
Cc1nc(COc2cc(C)c(Cl)c(C)c2Cl)cs1	.	-1.9

New compounds follow
mol	mHTT CaM bind	Pf apPOL block
COc1ccc(-n2nc(C(=O)NCC(=O)Nc3cccc(C)n3)c3ccccc3c2=O)cc1Cl	6.0	0.4
COc1ncc(C(=O)NCCc2ccc(Cl)cc2)cn1	-2.2	-12.1
CCOc1ccc(/C=C(\C#N)c2nc3ccc(C)cc3[nH]2)cc1OC	5.8	1.8
COc1cc(OC)cc(C(=O)N2CCCC3(C2)Nc2cccnc2NC3=NC2CCCC2)c1 (stereo not drawn)	-1.1	-4.3
COc1ccccc1/C=C1\SC(=O)N(CC(=O)N2CCOCC2)C1=O	3.0	-5.6
CCc1cccc(C)c1NC(=O)c1ccccc1F	-8.9	-4.9
COc1ccc(C(=O)NCc2nnc(SC)n2Cc2ccccc2)cc1	0.2	-7.8
COc1ccc(CCNC(=O)N2CC(c3nc(-c4ccccn4)no3)C2)cc1	-18.5	-4.1
N#CCn1c2ccccc2c2nc3ccccc3nc21	2.0	0.0
N#Cc1nc(-c2ccc(Cl)cc2)oc1N1CCOCC1	5.0	-3.0
COc1ccc(OC)c2[nH]c(=O)c(CCNC(=O)c3c(F)cccc3F)cc12	1.0	0.0
O=C1N=c2ccccc2=C1c1sc2ccccc2c1O	-0.7	-3.5
Cc1cccc(-c2noc(C3CCCN3C(=O)COc3ccccc3)n2)c1 (stereo not drawn)	23.5	0.4
CCC(=O)NCc1nc2c(n1CC)CN(C(=O)c1cccc(Cl)c1)CC2	4.2	-4.0
CC(C)n1c(=O)c2c(ncn2C(C)C)n(-c2ccc(F)c(F)c2)c1=O	6.8	-4.8

The listing continues:
mol	mHTT CaM bind	Pf apPOL block
O=C(O)c1ccccc1SC1CC(=O)N(c2ccc(F)c(Cl)c2)C1=O (stereo not drawn)	4.7	-0.9
NCc1nncn1-c1ccc(Cl)c(Cl)c1	2.3	-3.6
O=S(=O)(CCSc1ccc(C(F)(F)F)cn1)c1ccc(Cl)cc1	.	-12.0
O=C(Nc1c(F)cccc1F)N1CCc2nc(-c3ccc(F)cc3)ncc2C1	1.7	-6.8
COc1cc(C=C2SC(=S)N(C(CC(C)C)C(=O)O)C2=O)cc(OC)c1OC (stereo not drawn)	28.8	-42.6
CS(=O)(=O)c1nc(N=Nc2ccc(O)cc2)n[nH]1	-0.5	.
CS(=O)(=O)N(Cc1ccccc1)c1ccc(C(=O)Nc2ccc(F)cc2)cc1	7.0	0.5
COc1ccc(S(=O)(=O)Nc2ccc(Cl)c(Cl)c2)cc1	-10.6	-1.2
CCC(C(=O)NCC(C)(O)CCSC)c1ccccc1 (stereo not drawn)	-4.2	-1.7
COc1cccc(C2=NOC(C(=O)N3CCN(C(=O)c4ccco4)CC3)C2)c1 (stereo not drawn)	-5.1	0.5
Cc1ccc(/C(=C\CN2CCCC2)c2ccccn2)cc1	.	2.1
NS(=O)(=O)c1ccc(NC(=O)c2c(F)cccc2Cl)cc1	.	-7.9
O=C(CSc1nc2ccc([N+](=O)[O-])cc2[nH]1)Nc1ccccc1Br	10.5	-0.7
CC(=O)N1CCc2cc(Br)cc(S(=O)(=O)N3CCc4ccccc43)c21	3.0	-3.8
C(=C\CSc1ncn[nH]1)/CSc1ncn[nH]1	-1.0	-4.1

Ordered by SMILES length (largest number first): some entries from above.
mol	mHTT CaM bind	Pf apPOL block
O=C(CCc1ccccc1)NCC1CN(c2ccc(Cl)c(Cl)c2)C(=O)O1 (stereo not drawn)	-15.4	-16.5
COc1ccc(OC)c(NC(=O)c2sc3ccccc3c2Cl)c1	-9.6	-0.4
CC1CCCCC1NC(=O)C(=O)c1c[nH]c2ccccc12 (stereo not drawn)	2.2	-3.4
COc1ccc2c(c1OC)C(=O)OC2Nc1cccc(C)n1 (stereo not drawn)	-3.0	-1.2
N#Cc1nc(-c2ccc(Cl)cc2)oc1N1CCOCC1	5.0	-3.0

Further records:
mol	mHTT CaM bind	Pf apPOL block
O=C(c1ccc(OCC2CCCN(C(=O)c3cc(F)ccc3F)C2)cc1)N1CCCCC1 (stereo not drawn)	3.9	-4.4
Cn1c(=O)c2c(O)cc(=O)oc2c2ccccc21	.	1.1&8.5
O=S(=O)(c1ccc(Br)cc1)n1c(SCc2cccnc2)nc2ccccc21	14.0	-4.7
O=C(Cc1ccc(Cl)cc1)c1ccc(O)cc1O	-5.8	-6.7
O=C(/C=C/c1cccc(Cl)c1Cl)Nc1cc2ccccc2oc1=O	-3.0	2.2
Cc1cc(-n2nnc(C(=O)O)c2-c2ccccn2)ccc1F	-13.7	1.4
NC(=O)c1ccccc1NC(=O)c1cccc(C(=O)Nc2ccccc2C(N)=O)c1	-4.4	-6.5
CCC(=O)Nc1ccc2c(c1)CC(C(=O)NCc1ccccc1C)CO2 (stereo not drawn)	-0.5	-0.2
COc1ccc(OC)c(NC(=O)N2CCCC2c2nc(-c3ccc(F)cc3F)no2)c1 (stereo not drawn)	19.6	-1.9
COc1cc(NS(=O)(=O)c2ccc(NC(=O)c3sc4ccccc4c3Cl)cc2)ncn1	5.0	-1.1
COc1ccc(-c2noc(-c3ncn4c3COC(c3ccc(F)cc3)C4)n2)c(OC)c1 (stereo not drawn)	12.1	-5.2
O=C(c1ccc(F)cc1)N1CCc2[nH]nc(C(=O)N3CCCCC3)c2C1	7.2	2.0
CCCCc1nn(-c2ccccc2)[n+](-c2ccccc2)n1	-2.0	.
COc1ccc(C(O)(C(=O)O)C(F)(F)F)cc1OC (stereo not drawn)	1.0	-2.0
O=C(Cc1cccc(F)c1)N1CCC(n2c(C3CCCC3)nc3cccnc32)C1 (stereo not drawn)	7.9	0.2

Next section
mol	mHTT CaM bind	Pf apPOL block
C/C=C(\C)CN1CCN(CCO)CC1	2.3	2.6
O=C(CCCn1cccc1)Nc1nc2ccccc2s1	0.9	-2.8
CC(Oc1ccccc1)C(=O)NCC1CCN(S(C)(=O)=O)CC1 (stereo not drawn)	-16.6	-6.1
O=C(NCC1CCS(=O)(=O)C1)c1cc(-c2cccs2)[nH]n1 (stereo not drawn)	-11.1	-1.9
N#CC1=C(N)Oc2n[nH]c(-c3cccs3)c2C1c1ccccc1Cl (stereo not drawn)	11.0	-1.5
CCCc1noc(-c2c(O)c3cc(Cl)ccc3[nH]c2=O)n1	-2.3	-0.4
O=C1OC(c2ccccc2)=N/C1=C/c1cccc(F)c1	1.0	-5.1
COc1ccc(C2C(C(=O)Nc3ccccc3)=C(C)Nc3nnnn32)cc1OC (stereo not drawn)	1.0	-5.1
O=c1nc(/C=C/c2ccc(O)cc2)cc(C(F)(F)F)[nH]1	15.0	4.5
O=C(Cc1ccc(Br)cc1)NCCc1ccccc1	-9.9	-8.6
CCOc1ccccc1NC(=O)c1ccc(OC)cc1	-11.3	-2.9
COc1ccc(S(=O)(=O)N(CC(=O)Nc2ccc(F)cc2)c2ccccc2)cc1	0.4	-3.0
O=C(NC1CC1)c1cc(=O)[nH]c2ccccc12	-0.7	-4.9
